# Screens as filed in PubChem BioAssay.
# Ba/F3 V617F tox – loss of viability in JAK2V617F-driven Ba/F3 cells; hit rate 1.1% among 220,000; inhibition, % at 5.6 µM; Ba/F3 EpoR-JAK2V617F viability, ATP luminescence; AID 1446;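 active = inhibition above the campaign mean plus 3 SD over all tested compounds, cut at about 24% in these data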;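 note: cytokine-independent growth of Ba/F3 cells driven by EpoR plus mutant JAK2; 0% = DMSO-treated cells and 100% = JAK inhibitor I control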
# S1P4 agonist – activates the human S1P4 receptor | activation, % at 4.98 µM | AID 1509 | hit rate 0.35% among 220,000 | S1P4-expressing cell line, agonist reporter assay; in the data active = activation above about 11%;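 note: 0% = DMSO vehicle and 100% = reference agonist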
# BaF3 tox – parental Ba/F3 viability inhibition as JAK2V617F counter-screen; inhibition, % at 5.6 µM; hit rate 1.1% among 220,000; CellTiter-Glo ATP luminescence; AID 1486;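 active = inhibition above a per-campaign cutoff, the mean inhibition of all tested compounds plus 3 SD, cut at about 27% in these data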;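 note: 0% = DMSO wells and 100% = JAK Inhibitor I control wells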
# TRPML3 agonist – activates the human TRPML3 channel; hit rate 0.29% among 220,000; Q8TDD5; HEK293 TRPML3-YFP, Fluo-8 calcium fluorescence; 100% = the carbachol control signal; activation, % at 3 µM;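 active = activation above its plate's cutoff, the mean activation of the plate's test wells plus 3 SD, cut at about 12% in these data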;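 note: 0% = DMSO only wells and 100% = carbachol wells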
#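 Test system: HEK293 cells stably carrying human TRPML3-YFP; Doses: single dose, 3 µM final nominal compound, 0.3% DMSO final; Schedule: dye loading 1 h 37 °C then 30 min ambient, 125 s read; Technique: Fluo-8 calcium fluorescence; Benchmarks: high control carbachol 87 µM, low control DMSO.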
# zfTRPN1 agonist – activates the zebrafish TRPN1 channel. HEK293 zebrafish TRPN1-YFP, Fluo-8 calcium fluorescence; 100% = response to 87 µM carbachol. activation, % at 3 µM. hit rate 0.18% among 220,000. AID 1424;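 active = activation above its plate's cutoff, the mean activation of test wells on that plate plus 3 SD, cut at about 19% in these data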;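 note: 0% = DMSO alone and 100% = 87 µM carbachol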
#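 System: zebrafish TRPN1-YFP in HEK293 cells / Dosing: 3 µM single point / Timing: dye loading 1 h at 37 °C, then 30 min room temperature / Signal: Fluo-8 calcium fluorescence, excitation 470-495 nm, emission 515-575 nm / Read-out basis: percent activation from peak over basal fluorescence ratio, control-normalized / Control set: high carbachol 87 µM, low DMSO alone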
# PERK inh – blocks human PERK kinase | CHO PERK-DD fusion, SEAP luminescence translation reporter | inhibition, % at 5.6 µM | hit rate 0.17% among 220,000 | AID 1416;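 active = inhibition above the mean inhibition of all tested compounds plus 3 SD, set separately per screening campaign, cut at about 2.9% in these data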;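 note: PERK kinase domain activated by AP20187 dimerizer at 100 nM; 0% = DMSO with dimerizer and 100% = rapamycin at 8.4 µM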
# Target sequence (Q9NZJ5 whole entry, looked up, the tested form may be a part): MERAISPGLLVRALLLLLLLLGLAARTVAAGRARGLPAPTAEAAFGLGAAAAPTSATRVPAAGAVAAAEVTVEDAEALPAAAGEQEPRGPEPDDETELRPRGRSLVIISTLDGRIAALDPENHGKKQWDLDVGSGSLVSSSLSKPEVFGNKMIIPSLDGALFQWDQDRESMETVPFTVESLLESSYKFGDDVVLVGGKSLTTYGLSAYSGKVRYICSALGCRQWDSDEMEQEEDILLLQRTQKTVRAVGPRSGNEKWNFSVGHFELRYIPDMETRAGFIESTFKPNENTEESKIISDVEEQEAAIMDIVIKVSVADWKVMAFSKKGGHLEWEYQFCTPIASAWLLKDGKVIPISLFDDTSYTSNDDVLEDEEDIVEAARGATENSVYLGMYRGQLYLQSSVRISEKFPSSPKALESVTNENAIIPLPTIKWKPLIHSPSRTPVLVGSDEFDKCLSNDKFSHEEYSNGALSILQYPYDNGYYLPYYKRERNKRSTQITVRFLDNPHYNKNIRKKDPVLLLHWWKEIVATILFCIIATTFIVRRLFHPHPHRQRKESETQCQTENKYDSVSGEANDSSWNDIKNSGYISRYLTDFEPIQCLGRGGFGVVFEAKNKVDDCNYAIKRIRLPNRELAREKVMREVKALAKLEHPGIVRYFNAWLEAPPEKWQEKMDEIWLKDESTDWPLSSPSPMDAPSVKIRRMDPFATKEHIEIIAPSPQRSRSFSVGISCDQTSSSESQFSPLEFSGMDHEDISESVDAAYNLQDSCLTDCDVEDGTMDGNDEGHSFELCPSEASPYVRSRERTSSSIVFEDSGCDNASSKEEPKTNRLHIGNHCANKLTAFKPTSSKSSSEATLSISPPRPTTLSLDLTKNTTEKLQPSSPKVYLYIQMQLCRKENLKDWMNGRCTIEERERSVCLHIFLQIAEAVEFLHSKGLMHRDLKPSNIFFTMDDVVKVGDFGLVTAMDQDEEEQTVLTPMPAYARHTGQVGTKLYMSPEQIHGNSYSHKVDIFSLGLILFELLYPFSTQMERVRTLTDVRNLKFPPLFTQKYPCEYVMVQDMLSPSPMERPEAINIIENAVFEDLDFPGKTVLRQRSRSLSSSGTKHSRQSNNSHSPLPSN
# m-calpain inh – calpain II (pig) inhibition; purified calpain II, fluorogenic peptide substrate, 30 min; inhibition, % at 16 µM; hit rate 0.37% among 220,000; AID 1236;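 active = inhibition above about 50%, limit read from the data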
# EP2 modulator – modulators of human EP2 prostaglandin E2 receptor; P43116; EP2-expressing cells, cAMP HTRF FRET, PGE2 co-stimulation; induction, % at 25 µM; hit rate 0.83% among 260,000;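 active = compounds whose cAMP rise, as percent of the full-agonist control response, exceeds 60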;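 note: rat C6 glioma line stably carrying human EP2 under a CMV promoter; the protocol text gives 20 µM as final concentration; 100% = response of wells given 1 µM PGE2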
# S1P4 antag – blocks the human S1P4 receptor | O95977 | S1P4-expressing cells, antagonist mode, reporter read-out | inhibition, % at 4.98 µM | hit rate 0.26% among 220,000 | AID 1510; in the data active = inhibition above about 29%;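 note: 0% = wells stimulated with agonist and 100% = vehicle wells without agonist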
# Starred values were filed as active, the others as inactive; & = joins results of further samples.
# Each structure is followed by: Ba/F3 V617F tox	S1P4 agonist	BaF3 tox	TRPML3 agonist	zfTRPN1 agonist	PERK inh	m-calpain inh	EP2 modulator	S1P4 antag
- CC(=O)c1ccc(OCC(O)CN2CCN(Cc3ccccc3)CC2)cc1 (centres undefined)
    -2	-3.9	2	0.4	0.3	0.0	9	21	-13
- CC(=O)Nc1ccc(N2C(=O)CSC2c2ccccc2[N+](=O)[O-])cc1 (centres undefined)
    1	1.2	9	0.7	1.8	0.0	-8	-7	-2
- CN(C)C(=O)Nc1cnc2ccccc2c1
    0	0.8	4	0.3	0.4	0.8	-6	0	12
- COc1cccc(/C=N/NC(=O)c2cccc([N+](=O)[O-])c2)c1OS(=O)(=O)c1ccccc1
    3	0.2	2	-0.2	0.5	-0.8	-42	-18	10
- Oc1ccc(C=NC2CCCCC2)cc1
    -4	1.0	-4	0.4	2.2	0.8	-32	17	-12
- O=C(CCSc1nc2cc(Cl)ccc2o1)N1CCOCC1
    -1	2.6	4	0.2	-0.2	-0.6	-3	6	-10
- CCOC(=O)c1[nH]c(C)c(/C(O)=C2\C(=O)C(=O)N(CCCN(C)C)C2c2ccncc2)c1C (centres undefined)
    0	0.9	2	0.2	1.1	-0.5	-19	4	-13
- O=C(Nc1ccc(C(=O)N2CCOCC2)cc1)Nc1cccc(Cl)c1
    2	5.4	5	0.8	1.4	-0.4	0	-15	-10
- Cc1ccc(SCCC(=O)Nc2ccccc2Br)cc1
    1	-0.1	11	-0.5	-2.4	0.4	-1	-55	12
- CCOC(=O)c1cccc(NC(=O)CN(c2ccc(OC)cc2)S(=O)(=O)c2c(C)noc2C)c1
    -1	-0.4	3	-1.0	-0.5	-0.7	37	-40	5
- CS(=O)(=O)c1ccc(Cl)c(S(=O)(=O)NCc2ccccc2)c1
    1	-0.1	-1	0.6	0.5	0.2	-7	18	-9
- COc1cc(/C=N/n2cnnc2)ccc1OC(=O)c1cccnc1
    4	1.0	1	0.6	1.4	0.2	-14	17	-19
- Cc1ccc(C)c(NC(=S)Nc2cccc3cnccc23)c1
    -3	-1.4	3	0.6	-1.8	0.6	20	-40	-6
- COCCn1c(SCC(=O)Nc2sc(C)c(C)c2C#N)nnc1C(C)C
    3	0.0	4	0.4	0.8	-1.2	-10	-2	-20
- Fc1ccccc1Cn1nnc2c(-n3ccnc3)ncnc21
    -3	1.7	0	0.1	1.6	0.5	-11	12	-21
- O=C(NCCSCc1c(F)cccc1Cl)c1ccc(CN2CCOCC2)cc1
    3	-0.5	7	2.1	4.3	-1.4	9	4	-4
- CC(=O)NC1(c2cccc(F)c2)CCN(CC(=O)NC(C)C)CC1
    -2	-0.3	-1	1.3	-1.4	0.5	-11	3	-1
- CC1(C)NC(=O)N(CCOc2ccc([N+](=O)[O-])cc2)C1=O
    -3	-1.6	0	-0.1	-1.3	1.7	9	-6	-10
- Cc1c(C(=O)N(C)C)sc(NC(=O)c2cccc([N+](=O)[O-])c2)c1C#N
    -3	2.8	-1	0.2	0.8	0.4	-1	12	-2
- O=C(Cn1cnc2c(nnn2Cc2ccc(F)cc2)c1=O)NC1CCCC1
    1	-3.9	4	0.1	1.1	0.6	-13	13	3
- Cc1cc(C(F)(F)F)nc(SCC(=O)NC2CC3CCC2C3)n1 (centres undefined)
    -4	3.4	1	-0.5	-0.5	-0.4	-18	-21	6
- O=C(CSc1nc(-c2ccccc2)cc(C(F)(F)F)n1)NCCN1CCOCC1
    -1	-1.4	3	-0.1	-0.4	-0.1	15	5	-12
- O=C(NCc1ccco1)c1ccc2ccccc2n1
    3	-2.3	2	0.2	1.5	0.0	23	-45	7
- CNc1ccccc(-c2ccc3cc4c(cc3n2)OCO4)c1=O
    2	1.0	10	2.4	3.2	0.4	2	12	-15
- O=C(Nc1nc(-c2ccccc2)cs1)c1ccccc1NS(=O)(=O)c1ccc(F)cc1
    23	-1.9	46*	11	16	0.1	-57	-29	15
- CC(C)C(=O)Nc1cc(S(=O)(=O)Nc2ccc(Cl)cc2)ccc1Cl
    1	0.1	3	-1.1	-0.9	0.1	13	47	-8
- O=[N+]([O-])c1ccc(-c2csc3[n+]2CCS3)cc1
    0	-2.5	1	0.6	0.4	-1.5	-4	13	8
- c1ccc(-c2ccc(-c3csnn3)cc2)cc1
    -2	0.5	-4	-0.2	0.3	1.0	-7	14	-13
- CCC(=O)N1CCc2cc(Br)cc(S(=O)(=O)CCC(=O)NCc3ccco3)c21
    3	-1.2	6	-0.7	-1.2	-0.3	0	19	-22
- CC1CN(c2ccccc2)CCN1Cc1nc(Cc2ccccc2)no1 (centres undefined)
    -2	0.5	2	1.2	-0.6	0.8	-13	-31	-4

# Single records (already shown).
# O=C(NCc1ccco1)c1ccc2ccccc2n1 across the screens: Ba/F3 V617F tox: 3; S1P4 agonist: -2.3; BaF3 tox: 2; TRPML3 agonist: 0.2; zfTRPN1 agonist: 1.5; PERK inh: 0.0; m-calpain inh: 23; EP2 modulator: -45; S1P4 antag: 7
# CC1(C)NC(=O)N(CCOc2ccc([N+](=O)[O-])cc2)C1=O across the screens: Ba/F3 V617F tox: -3; S1P4 agonist: -1.6; BaF3 tox: 0; TRPML3 agonist: -0.1; zfTRPN1 agonist: -1.3; PERK inh: 1.7; m-calpain inh: 9; EP2 modulator: -6; S1P4 antag: -10
# O=C(Nc1nc(-c2ccccc2)cs1)c1ccccc1NS(=O)(=O)c1ccc(F)cc1 across the screens: Ba/F3 V617F tox: 23; S1P4 agonist: -1.9; BaF3 tox: 46*; TRPML3 agonist: 11; zfTRPN1 agonist: 16; PERK inh: 0.1; m-calpain inh: -57; EP2 modulator: -29; S1P4 antag: 15

# Looked up by compound from above, 2 records:
# Each structure is followed by: Ba/F3 V617F tox	S1P4 agonist	BaF3 tox	TRPML3 agonist	zfTRPN1 agonist	PERK inh	m-calpain inh	EP2 modulator	S1P4 antag
- O=C(Cn1cnc2c(nnn2Cc2ccc(F)cc2)c1=O)NC1CCCC1
    1	-3.9	4	0.1	1.1	0.6	-13	13	3
- O=C(CSc1nc(-c2ccccc2)cc(C(F)(F)F)n1)NCCN1CCOCC1
    -1	-1.4	3	-0.1	-0.4	-0.1	15	5	-12

# (listing goes on)
# Each structure is followed by: Ba/F3 V617F tox	S1P4 agonist	BaF3 tox	TRPML3 agonist	zfTRPN1 agonist	PERK inh	m-calpain inh	EP2 modulator	S1P4 antag
- CC(C)(C)c1ccc(OCC(=O)Nc2ccc3c4c(cccc24)C(=O)NC3=O)cc1
    1	19*	3	1.2	1.6	0.0	-170	10	-11
- Cc1ccc(NC(=O)C(NC2CCCc3ccccc32)c2ccccc2)c([N+](=O)[O-])c1 (centres undefined)
    0	0.2	6	1.1	-0.4	-0.8	25	30	-9
- O=C(c1ccc(-n2nc(C(F)(F)F)c3c2CCCC3)cc1)N1CCOCC1
    4	-0.5	10	0.3	0.8	-0.3	-8	-5	-2
- NC(=O)Cc1ccc(Nc2nnc(-c3ccccc3)c3ccccc23)cc1
    -1	-3.3	1	-0.5	-1.1	0.9	-9	9	-4
- Cc1cc(C)c2c(N)c(C(=O)N/N=C/c3cccnc3)sc2n1
    1	-0.2	2	1.1	2.1	-1.2	-23	-47	6
- CC(=O)OCCCCCCCCCCC[N+]1(C)CCCCC1
    25*	0.9	51*	0.2	0.4	1.4	-19	2	-16
- COc1ccc(-c2nn(-c3ccccc3)cc2/C=C/C(=O)N2CCN(c3ccccn3)CC2)cc1
    3	-0.2	10	0.0	0.2	-0.2	-3	5	-9
- C[C@@H](C(=O)NCc1ccc(S(C)(=O)=O)cc1)[C@H]1C[C@]1(C)[C@H](NC(=O)OCc1ccccc1)c1ccccc1
    -2	-0.4	6	0.1	-0.5	-0.9	1	21	11
- O=C(CCCCn1c(=O)[nH]c2ccccc2c1=O)N1CCN(c2cccc(C(F)(F)F)c2)CC1
    -1	0.3	1	-1.0	-1.2	-0.4	15	-28	-4
- CC(=O)Nc1cc(N2C(=O)CCC2=O)ccc1Cl
    -1	3.7	3	1.4	0.2	-0.3	-8	30	-6
- Cc1ccc(S(=O)(=O)Nc2ccc(O)c3ncccc23)cc1
    2	0.6	-3	0.8	1.9	1.0	-19	8	-16
- Cc1ccc(OCc2nnnn2-c2ccccc2)cc1
    -1	1.6	-2	0.2	-3.0	0.4	9	-9	0
- CC(C)(C)NC(=O)CN(C(=O)CSc1nnc(COc2ccccc2)o1)c1cccc(F)c1
    -4	-5.7	2	0.3	4.9	-0.7	14	-6	20
- O=C(Nc1ccc(F)cc1)N(Cc1cccs1)Cc1cc2cc3c(cc2[nH]c1=O)OCO3
    -2	3.1	6	-0.2	0.4	0.1	-61	-46&4	-22
- Cc1ccc(NCc2ccc(O)c3ncccc23)cc1C
    0	0.6	0	0.7	0.5	0.2	-11	27	-5
- COC(=O)c1cc2c(C(F)(F)F)nn(C)c2s1
    -3	1.2	-2	0.7	-0.7	1.4	-8	-1	-3
- CCCCNC(=S)N(Cc1ccco1)Cc1cc2cc3c(cc2[nH]c1=O)OCCO3
    3	1.1	5	-0.6	-1.6	-0.7	-11	5	0
- COc1ccc(CNC(=O)COC(=O)c2ccccc2OCC(=O)Nc2ccc(SC(F)F)cc2)cc1
    0	-0.4	-2	0.8	1.5	0.5	6	-40	4
- O=C(Cn1ncc(Cl)c(Cl)c1=O)N1CCOCC1
    -1	-4.1	-8	0.5	0.5	-0.5	12	14	44*
- O=S(=O)(NCC(c1cccnc1)N1CCOCC1)c1cccs1 (centres undefined)
    3	0.6	5	0.2	-0.7	0.3	-3	-47	-1
- O=C(NC(=S)N1CCOCC1)C12CC3CCC(CC(C3)C1)C2
    3	-2.2	7	0.3	0.3	0.6	10	-2	-11
- COc1cc(/C=C(\C#N)C(=O)N2CCc3ccccc32)ccc1O
    -5	0.2	-9	0.4	1.5	0.7	13	41	-34
- CC(C)(C)OC(=O)N1CCC(C(=O)N[C@@H](Cc2ccccc2)C(=O)O)CC1
    -1	-0.1	2	1.4	0.5	-0.1	-6	18	-7
- CCn1c(C)[n+](CCCS(=O)(=O)[O-])c2cc(Cl)c(Cl)cc21
    -1	2.1	0	0.0	-0.3	0.3	19	2	-9
- Cc1ccc(-c2csc3ncnc(-n4nnc5ccccc54)c23)cc1
    -1	-0.4	6	-0.3	-1.7	-0.3	-1	-6	7
- CC(Sc1ccc2nnc(-c3ccc(F)cc3)n2n1)C(=O)O (centres undefined)
    -2	-0.8	-3	0.8	3.1	1.0	-78	16	1
- O=C(CSc1nnc2c(Cl)cc(Cl)cn12)N1CCN(S(=O)(=O)c2ccccc2)CC1
    -2	-0.5	0	-0.5	0.1	-1.2	-7	4	10
- CC1CCCC(C)N1C(=O)Cc1ccccc1 (centres undefined)
    -2	4.7	4	1.0	-0.1	1.2	4	15	-10
- COc1cccc(/C=N\NC(=O)c2ccc(Cn3cc(Br)c([N+](=O)[O-])n3)o2)c1O
    7	0.3	-2	-0.7	1.3	0.6	-178	-30	-20
- Cn1c(NCc2ccc(Cl)cc2)nc2ccccc21
    0	-1.3	4	0.2	-0.8	0.2	16	-12	5
